# Compound activity: PubChem, several laboratories
# AGP1 TOR yeast – modulators of TOR pathway AGP1-GFP in S. cerevisiae. GFP response vs DMSO, % at 10 µM. 320,000 compounds, 0.02% hits. AID 2066. S. cerevisiae AGP1-GFP multiplex flow cytometry, 3 h; GFP as percent of DMSO wells;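 active means GFP response relative to DMSO above a set limit, near screen average plus 3 SD, cut at about 150% in these data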;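 further: median GFP channel fluorescence of the gated AGP1 strain per well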
# RPL19A TOR yeast – yeast TOR pathway RPL19A-GFP modulation; percent response vs DMSO, % at 10 µM; S. cerevisiae RPL19A-GFP strain, flow cytometry, 3 h; active compounds read low; 330,000 compounds, 0.3% hits;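 active means percent response vs DMSO below 50%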;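 further: median channel GFP fluorescence of the barcoded RPL19A-GFP strain; ratio of sample median GFP to plate DMSO average so 100% = DMSO; lower means less RPL19A-GFP as with rapamycin TOR inhibition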
# AHR activator – activators of human aryl hydrocarbon receptor | AID 2796 | AHR-responsive luciferase reporter cells, luminescence | 320,000 compounds, 2.5% hits | activation, % at 5 µM | P35869; in the data active means activation above about 47%;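 further: 0% = vehicle wells and 100% = reference agonist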
# Target sequence (P35869 whole entry, looked up): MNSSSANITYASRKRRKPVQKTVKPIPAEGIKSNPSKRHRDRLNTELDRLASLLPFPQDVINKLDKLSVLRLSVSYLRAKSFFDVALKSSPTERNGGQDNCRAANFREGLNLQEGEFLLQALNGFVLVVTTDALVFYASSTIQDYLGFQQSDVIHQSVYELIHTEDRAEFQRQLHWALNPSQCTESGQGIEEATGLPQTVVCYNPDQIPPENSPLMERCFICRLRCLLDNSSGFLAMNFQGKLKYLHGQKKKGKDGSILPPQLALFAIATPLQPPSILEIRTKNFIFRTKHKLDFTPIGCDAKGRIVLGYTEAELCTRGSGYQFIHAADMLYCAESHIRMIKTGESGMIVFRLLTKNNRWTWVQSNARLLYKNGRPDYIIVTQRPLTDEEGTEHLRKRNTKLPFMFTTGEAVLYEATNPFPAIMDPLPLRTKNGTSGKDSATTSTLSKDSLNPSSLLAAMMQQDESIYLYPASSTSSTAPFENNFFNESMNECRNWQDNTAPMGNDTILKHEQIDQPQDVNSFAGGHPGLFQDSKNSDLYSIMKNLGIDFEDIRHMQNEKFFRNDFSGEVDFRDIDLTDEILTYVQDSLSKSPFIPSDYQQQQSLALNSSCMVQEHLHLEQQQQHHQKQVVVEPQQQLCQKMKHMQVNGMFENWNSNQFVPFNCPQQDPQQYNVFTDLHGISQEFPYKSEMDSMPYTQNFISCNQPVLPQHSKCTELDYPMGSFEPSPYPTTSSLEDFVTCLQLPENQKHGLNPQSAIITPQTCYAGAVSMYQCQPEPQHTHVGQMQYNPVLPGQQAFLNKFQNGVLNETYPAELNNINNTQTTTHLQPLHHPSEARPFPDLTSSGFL
# procasp7 counter – counter-screen: procaspase-7 (human) activation | recombinant procaspase-7, Ac-DEVD-pNA absorbance 405 nm; D23A/D198A/D206A triple mutant, cannot self-cleave; scale: DMSO 0, 5 µM enzyme 100 | activation, % at 8.5 µM | 330,000 compounds, 0.093% hits | AID 463210;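 active means percent activation above the screen-wide mean plus 3 SD, cut at about 25% in these data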
#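 Test system: Procaspase-7 triple mutant (PC-7 D3A). Also added: Ac-DEVD-pNA substrate, 400 µM as added. Schedule: 1 h enzyme–compound preincubation and 2 h substrate reaction, both 25 °C. Signal: p-Nitroaniline absorbance at 405 nm, read at 0 and 120 min. Control set: low DMSO alone, high DMSO plus 5 µM PC-7.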
# CIT2-GFP yeast – modulators of TOR pathway CIT2-GFP in S. cerevisiae; S. cerevisiae CIT2-GFP strain, flow cytometry, 3 h; 100 means same as DMSO wells; GFP response vs DMSO, % at 10 µM; 320,000 compounds, 0.065% hits;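 active means GFP response relative to DMSO above a set limit, near the screen mean plus 3 SD, cut at about 150% in these data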;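 further: ratio of well median GFP fluorescence to mean of DMSO wells on the plate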
# MEP2 TOR yeast – alters MEP2-GFP fluorescence in TOR pathway yeast screen. GFP response vs DMSO, % at 10 µM. 330,000 compounds, 0.51% hits. S. cerevisiae MEP2-GFP strain, flow cytometry GFP, 3 h; 100% = DMSO control level;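 active means GFP response versus DMSO above a set limit, roughly screen mean plus 3 SD, cut at about 180% in these data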;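 further: median GFP fluorescence of the barcode-gated MEP2-GFP cells per well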
# LAP4 TOR yeast – modulators of TOR pathway LAP4-GFP in S. cerevisiae | S. cerevisiae LAP4-GFP multiplex, flow cytometry GFP, 3 h; median GFP as percent of DMSO wells | GFP response vs DMSO, % at 10 µM | 320,000 compounds, 0.34% hits;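 active means GFP response vs DMSO above a set limit, about the screen mean plus 3 SD, cut at about 150% in these data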
# proCasp3 act – activates human procaspase-3; P42574; recombinant procaspase-3 D3A, Ac-DEVD-pNA absorbance 405 nm; activation, % at 8.5 µM; 330,000 compounds, 0.11% hits; AID 463141;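 active means activation above the mean of all tested compounds plus 3 SD, cut at about 21% in these data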;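 further: 0% = DMSO alone and 100% = DMSO wells spiked with extra 5 µM PC-3 D3A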
# Target sequence (P42574 whole entry D9A/D28A/D175A): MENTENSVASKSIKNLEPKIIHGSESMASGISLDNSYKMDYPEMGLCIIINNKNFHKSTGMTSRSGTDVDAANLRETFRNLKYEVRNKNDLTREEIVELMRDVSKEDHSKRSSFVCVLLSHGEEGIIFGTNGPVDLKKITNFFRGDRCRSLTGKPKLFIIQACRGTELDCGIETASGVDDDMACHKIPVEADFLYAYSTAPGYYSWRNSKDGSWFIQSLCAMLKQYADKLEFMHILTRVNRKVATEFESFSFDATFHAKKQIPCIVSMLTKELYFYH
#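 material = Procaspase-3 D3A mutant | probe or stimulus = Ac-DEVD-pNA | compound = single dose, 8.5 µM nominal compound, 0.8% DMSO | timing = 1 h preincubation, 2 h reaction | measured by = 405 nm absorbance of p-nitroaniline, reads at 0 and 120 min | benchmarks = DMSO-only low control, 5 µM PC-3 D3A high control | repeats = singlicate, each compound tested once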
# * = called active by the depositor; . = no result given. Rows were taken by chance; overall some 3.5% were active at least once.
SMILES,AGP1 TOR yeast,RPL19A TOR yeast,AHR activator,procasp7 counter,CIT2-GFP yeast,MEP2 TOR yeast,LAP4 TOR yeast,proCasp3 act
CCOC(=O)C(C#N)=C1CCN(Cc2ccccc2)CC1,96,101,0,4,101,99,92,1
N#C/C(=C\c1ccccc1C(F)(F)F)C(=O)Nc1ccccc1,95,104,6,2,102,102,99,0
CC1=C(C(=O)OCc2ccccc2)C(c2ccccc2)NC(=O)N1 (stereo not drawn),92,95,3,-2,95,98,86,6
COc1cc(NC(=O)C2=CC(c3ccc(C)cc3)=NS(=O)(=O)N2C)cc(OC)c1OC,107,100,4,4,108,106,96,2
CCOC(=O)CN(C(=O)CN1CCOCC1)c1ccc(Br)cc1,104,106,1,-5,106,103,108,-3
COc1ccc(S(=O)(=O)N2CCCOC2CNC(=O)C(=O)NCCCn2ccnc2)cc1 (stereo not drawn),101,105,0,9,106,105,82,13
COc1ccccc1CNC(=O)COc1ccc2c(c1)CCC2,94,98,8,6,95,98,108,5
Cc1nc(Nc2ccccc2Cl)sc1C(=O)Nc1ccccc1,98,100,-3,4,98,103,105,-3
CC(=O)Nc1ccc(C(=O)COC(=O)c2c(C)noc2C)c(F)c1,109,111,-1,5,101,106,107,6
Cc1ccc(S(=O)(=O)NC(=O)Nc2ccc(Cl)cn2)cc1,108,98,4,-2,103,105,111,-4
C=CCOC(=O)C(C#N)c1nc2ccccc2nc1N1CCN(c2ccccc2OCC)CC1 (stereo not drawn),90,96,3,7,94,98,85,-2
Cc1cc(C)c(NC(=O)CN(C2CCCCC2)C2CCCCC2)c(C)c1,108,102,-1,16,103,99,99,-4
CN1CCC(=NNC(=O)C(=O)NC2CCCCC2)CC1,106,101,0,4,104,103,101,0
O=C1c2ccccc2NC(c2ccc(-c3ccc(Br)cc3)o2)N1O (stereo not drawn),89,93,-12,-1,80,93,146,-5
Nc1nc(SCc2ccccc2Cl)n[nH]1,100,97,4,9,100,103,97,4
C=CCn1c(SCC(=O)N(CCOC)c2c(N)n(CCCC)c(=O)[nH]c2=O)nnc1-c1ccc(Cl)cc1,111,101,0,-3,97,95,99,-3
C=CCCC(=O)N1CCC(CCC(=O)NC2CC2)CC1,98,103,0,8,96,94,94,-2
CCSc1ccc2cc(OC)ccc2[n+]1CC,108,104,1,-2,109,108,109,9
Cc1cccc(NC(=O)CCN2C(=O)c3ccccc3C2=O)c1,99,103,-11,1,101,98,87,6
Cc1onc(-c2c(Cl)cccc2Cl)c1C(N)=S,102,97,-1,7,89,90,108,2
O=CN1CCN(S(=O)(=O)c2ccc(Cl)c(C(=O)O)c2)CC1,105,102,2,0,110,102,109,-6
COc1c(S(=O)(=O)N2CCN(C)CC2)ccc(Cl)c1Cl,99,102,0,8,100,101,85,-4
CC(C)Nc1nc(N)c(C(=O)C23CC4CC(CC(C4)C2)C3)s1,106,99,2,-1,104,94,102,-8
O=C(Cc1ccc(Br)cc1)OCC(=O)c1ccc[nH]1,96,102,-2,15,101,106,98,-2
CCOc1ccccc1NC(=O)CSc1nnc(-c2ccncc2)o1,103,96,5,17,86,98,119,6
# New compounds follow
SMILES,AGP1 TOR yeast,RPL19A TOR yeast,AHR activator,procasp7 counter,CIT2-GFP yeast,MEP2 TOR yeast,LAP4 TOR yeast,proCasp3 act
CNC(=S)Nc1cc(C(F)(F)F)ccc1Cl,110,109,2,-2,106,116,98,-8
O=[N+]([O-])c1ccc(-c2cn(-c3ccccc3F)c(=S)[nH]2)cc1,105,98,21,0,101,107,102,2
O=S(=O)(c1ccccc1)C1CON(Cc2ccccc2)C1c1ccccc1 (stereo not drawn),97,96,-2,-8,93,96,105,0
CCC(C)Cn1c(C(C)O)nc2ccccc21 (stereo not drawn),107,98,3,10,102,97,94,-9
CCOC(=O)Cn1nnc2c(sc3nc4c(c(-c5ccc(Cl)cc5)c32)CCC4)c1=O,105,104,2,6,109,115,110,3
CCC(C)NC(=O)c1ccccc1NC(=O)C(C)N(c1ccccc1)S(C)(=O)=O (stereo not drawn),102,99,0,-5,97,104,96,7
S=c1nc[nH]c2c1ncn2C1CCCO1 (stereo not drawn),99,106,1,-15,97,102,87,-13
COc1ccc(OC)c(NC(=O)CN(c2ccc(C)cc2)S(=O)(=O)c2c(C)noc2C)c1,88,90,24,9,88,95,81,0
CCn1cc(C(=O)NC(=S)Nc2ccccc2[N+](=O)[O-])cn1,87,112,19,-13,98,114,76,-13
O=C(Nc1oc2ccccc2c(=O)c1-c1ccc(Br)cc1)c1ccco1,96,100,1,-5,81,89,102,-3
CC(C)CCN1C(=O)c2ccc(C(=O)OCC(=O)N(CC(C)C)C3CCS(=O)(=O)C3)cc2C1=O (stereo not drawn),100,102,-2,12,92,103,109,4
COc1ccc(NC(C)=O)cc1S(=O)(=O)N1CCc2ccccc21,100,104,1,7,95,101,93,-3
Cc1nc(S(=O)(=O)N(C)c2ccccc2)c(C#N)c(C)c1Cl,104,93,4,10,89,107,101,7
C=CCn1c(-c2cccnc2)n[nH]c1=S,101,97,0,-6,103,101,96,-3
Clc1ccc2c(c1)C=Nc1c(NCc3ccccc3)ncnc1O2,92,92,3,-6,97,96,90,-4
O=C(NC1CCCC1)C1CC(=O)N(c2ccc(F)c(Cl)c2)C1 (stereo not drawn),104,95,0,7,94,94,98,1
Cc1ccsc1/C=C1/CN(C)Cc2c1nc1ccccc1c2C(=O)O,97,95,1,-1,108,95,111,4
Cc1cccc2cc(=O)[nH]c(C)c12,.,92,2,-13,94,93,91,-9
Cn1cnc(S(=O)(=O)Nc2cc(C(F)(F)F)ccc2N2CCOCC2)c1,107,100,1,2,106,101,105,1
O=Nc1c(-c2ccccc2)cc2ccccn12,88,95,11,0,81,88,81,-13
Cc1ccc(C(C)C)c(OCC(=O)Nc2ccc(Cl)cn2)c1,108,105,1,4,102,102,103,-5
CC(C)(C)Sc1nc(O)cc(=O)[nH]1,104,97,-1,10,101,105,100,1
O=C(NCCC(=O)N1CCN(c2ccccc2O)CC1)c1ccc(Br)cc1,95,97,2,3,85,102,101,2
O=C(NC1(C(F)(F)F)C(=O)Nc2c1c(=O)[nH]c(=O)n2Cc1ccccc1)c1ccc(Cl)cc1Cl (stereo not drawn),90,101,2,4,97,102,96,0
Oc1ccccc1/C=N/NC1=NCCCCC1,94,.,10,4,101,101,100,1

# A portion from further up:
SMILES,AGP1 TOR yeast,RPL19A TOR yeast,AHR activator,procasp7 counter,CIT2-GFP yeast,MEP2 TOR yeast,LAP4 TOR yeast,proCasp3 act
CNC(=S)Nc1cc(C(F)(F)F)ccc1Cl,110,109,2,-2,106,116,98,-8
O=[N+]([O-])c1ccc(-c2cn(-c3ccccc3F)c(=S)[nH]2)cc1,105,98,21,0,101,107,102,2
O=S(=O)(c1ccccc1)C1CON(Cc2ccccc2)C1c1ccccc1 (stereo not drawn),97,96,-2,-8,93,96,105,0

# Continuation:
SMILES,AGP1 TOR yeast,RPL19A TOR yeast,AHR activator,procasp7 counter,CIT2-GFP yeast,MEP2 TOR yeast,LAP4 TOR yeast,proCasp3 act
COc1ccc(C(=O)NCC(=O)N/N=C(\C)Cc2ccccc2)cc1,103,103,-3,0,104,108,102,0
OCCOc1ccc(C2=NCCO2)cc1,114,102,3,2,103,105,97,-3
CCc1ccc(CCN2C(=O)c3ccccc3C2=O)nc1,105,99,32,17,105,100,101,6
O=C(Nc1cc(S(=O)(=O)N2CCOCC2)ccc1N1CCCC1)c1ccc(F)cc1,110,106,0,-14,119,120,119,2
Clc1ccccc1Cn1nnc(-c2ccccc2)n1,101,95,41,6,98,96,96,-1
CSCCC(/C(O)=C(\C#N)c1nc2ccccc2[nH]1)N1C(=O)c2ccccc2C1=O (stereo not drawn),115,102,15,9,105,101,107,-3
Cc1cc(O)ccc1C1(c2ccc(O)cc2C)OC(=O)c2ccccc21,102,99,1,-1,103,101,103,4
CCN(CC)C(=O)Oc1ccc(Br)c2ccccc12,95,99,21,6,86,93,120,-7
CC1CCCCN1CCCNc1c(C=O)c(=O)[nH]c2ccccc12 (stereo not drawn),101,102,.,.,108,105,95,.
Cc1ccc(Cn2c(N3CCN(C)CC3)nc3c2c(=O)[nH]c(=O)n3C)cc1,98,101,-4,7,97,101,87,-8
CCOc1ccc(C(CC(=O)O)NC(=O)c2cccs2)cc1 (stereo not drawn),107,107,5,0,114,102,101,-4
COc1cccc(C2CC(C(F)(F)F)n3nc(C(=O)NCc4cccnc4)cc3N2)c1 (stereo not drawn),101,103,1,-1,101,105,105,-7
COc1ccc2nc(CC(C)(C)CC(=O)O)c[n+]([O-])c2c1,85,85,1,1,94,101,96,4
CCOC(=O)c1ccc(NC(=O)Nc2ccc(Cl)cn2)cc1,100,97,3,0,97,107,90,3
CCn1c2ccccc2c2cc(NC(=O)Cc3ccc(S(=O)(=O)N4CCOCC4)s3)ccc21,102,100,51*,3,99,106,106,-9
COc1ccc(C(=O)c2ccc([N+](=O)[O-])cc2)cc1S(=O)(=O)N1CCC(C(=O)O)CC1,105,104,-2,12,108,107,97,0
Cc1ccc(CCCOC(=O)C[N+]2(C)CCCCC2)cc1,102,103,0,2,104,103,100,4
Cc1ccc(-n2c(N)c(C(=O)N3CCCCC3)sc2=S)cc1,105,104,4,-23,78,104,93,-7
CCOc1ccc(C2C(C(=O)c3ccc(C)o3)=C(O)C(=O)N2c2cc(C)on2)cc1OC (stereo not drawn),99,99,1,-52,103,90,93,-9
Cc1cccc(N(CC(=O)NCc2ccccc2)C(=O)Cn2nnc(-c3ccc(C)o3)n2)c1,109,101,1,2,110,104,104,-2
CCc1nnc(NC(=O)CCC(=O)Nc2ccc(OC)cc2OC)s1,97,99,3,-6,101,100,96,-3
CCCCn1c(SCC(=O)Nc2ccc3c(c2)CCC3)nc2ccccc2c1=O,103,106,7,14,106,105,96,6
COc1ccc2c3c(c(=O)oc2c1OCC(N)=O)CCCC3,95,94,-2,9,101,98,91,5
O=C(Nc1cccc(F)c1)C1CCN(S(=O)(=O)c2cccc3nonc23)CC1,86,88,3,-4,91,108,94,2
O=C(NCC1COc2ccccc2O1)C1CCN(S(=O)(=O)c2ccc(Cl)cc2)CC1 (stereo not drawn),102,98,0,-5,94,98,106,7
# Other records follow.
SMILES,AGP1 TOR yeast,RPL19A TOR yeast,AHR activator,procasp7 counter,CIT2-GFP yeast,MEP2 TOR yeast,LAP4 TOR yeast,proCasp3 act
Cc1cccc(C(=O)Nc2cccc(NC(=O)c3ccccc3)c2)c1,95,102,20,-2,95,99,90,-4
Cc1ccc(CNC(=O)c2cc(S(=O)(=O)N3CCOCC3)cn2C)cc1,100,95,-1,4,101,96,98,9
COCCCN(CC(=O)Nc1ccc(F)cc1)S(=O)(=O)c1cccs1,99,100,1,1,101,104,102,6
Cc1cccc(N/C(N)=N/c2nc3c(c(=O)[nH]2)CCCC3)c1,104,108,11,-10,94,107,106,5
Cc1cccc2cn[nH]c12,94,101,2,2,105,102,85,8
CCOC(=O)Cc1csc(NC(=O)c2ccc(Cl)nc2)n1,100,104,-2,-5,89,107,111,6
O=C(NCc1ccco1)C(=O)NCC1OCCCN1S(=O)(=O)c1ccc(F)cc1 (stereo not drawn),104,102,0,-2,97,101,103,-3
O=C(CN1CCN(S(=O)(=O)c2ccc(Cl)s2)CC1)N1CCCCC1,95,95,-1,11,92,95,99,-7
